human PMI inhibitors: human PMI inhibitors, high substrate, primary screen, biochemical, fluorescence intensity, high mannose 6-phosphate (AID 1220). recombinant PMI enzyme, coupled fluorescence intensity; higher % means a stronger effect. inhibition, % at 20 µM, or IC50 in µM where a hit was titrated. 0.66% of 190,000 active
P. falciparum M17LAP: P. falciparum M17LAP inhibitors, primary screen, biochemical, fluorogenic H-Leu-NHMec substrate, 1536-well (AID 1619); 0.38% of 220,000 active; inhibition, % at 30 µM, or IC50 in µM where a hit was titrated; recombinant M17LAP, H-Leu-NHMec fluorogenic kinetic assay; higher % means a stronger effect;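 active = compound inhibiting the enzyme by more than half at any dose during confirmatory dose-response retesting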;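 note: plate controls were full reaction with DMSO carrier for no effect and no enzyme background for full effect; strong numbers were not always called active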
TNAP activation fold: human TNAP enzyme activators, primary screen, biochemical, luminescent, no phosphate acceptor, uHTS (AID 1001); purified TNAP, luminescent activation assay, no phosphate acceptor; higher activation fold means a stronger effect; activation fold at 20 µM, or EC50 in µM where a hit was titrated; 0.03% of 200,000 active; in the data active = activation fold from about 3, or a potency from the dose series; inactive = the rest, 99 in 100 with activation fold below about 1.6; note: many of its hits are not listed in these tables
WT yeast gro inh: growth inhibition of WT yeast, mitochondrial fusion screen. mitochondrial fusion phenotypic screen, WT strain. inhibition, % at 10 µM. 2.1% of 190,000 active; in the data active = inhibition above about 58%; tested in S. cerevisiae
human PMI inhibition: inhibitors of human PMI, primary screen, biochemical, fluorescence intensity, coupled assay (AID 1209). purified PMI enzyme, coupled fluorescence intensity; higher % means a stronger effect. one-dose inhibition, % at 20 µM; IC50 in µM for titrated hits. 0.42% of 190,000 active;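 note: plate controls were DMSO vehicle for no effect and wells lacking substrate for full effect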
Yfh1-off respiration: mitochondrial function rescue without frataxin homolog – Friedreich's ataxia, plus single-dose screen, dose response (AID 1465); S. cerevisiae Yfh1-off respiration, WST-1 reduction, 72 h; higher fold induction means a stronger effect; fold induction at 50 µM; hits with a dose series show EC50 in µM; 0.074% of 220,000 active;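 active = fold induction of absorbance versus untreated yeast above a set limit, then at least 30% activation at any dose in follow-up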;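 note: activators that raise dye reduction in frataxin-depleted yeast; strong numbers were not always called active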
P. falciparum M1AAP: P. falciparum M1AAP inhibitors, biochemical, fluorogenic H-Leu-NHMec substrate, 1536-well (AID 1445). recombinant M1AAP, H-Leu-NHMec fluorogenic kinetic assay; higher % means a stronger effect. inhibition, % at 30 µM; hits with a dose series show IC50 in µM. 0.42% of 220,000 active;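 active = primary inhibition above the hit cutoff, then over 50% inhibition at one or more dose response concentrations, cut at about 23% in these data, passing the limit was not always enough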;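 note: plate controls were DMSO full reaction for no effect and no enzyme background for full effect; strong numbers were not always called active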
LYP phosphatase: PTPN22 lymphoid phosphatase activity blockers – biochemical, fluorescence intensity, uHTS (AID 1779) | recombinant LYP phosphatase, fluorescence intensity; higher % means a stronger effect | one-dose inhibition, % at 11.5 µM; IC50 in µM for titrated hits | 0.054% of 290,000 active;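 note: plate controls were vehicle with enzyme for no effect and no enzyme for full effect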
XIAP displacement: small molecules displacing peptide from XIAP – biochemical, IAP family, fluorescence polarization (AID 1018); one-dose displacement, % at 20 µM; IC50 in µM for titrated hits; XIAP BIR domain, fluorescence polarization peptide displacement; higher % means a stronger effect; 0.007% of 200,000 active; in the data active = displacement above about 50%; note: a part of the inactive calls stands beside numbers as strong as those of hits
WT yeast gro inh mutant strain: recorded beside WT yeast gro inh, whose call it bears; inhibition, %; mitochondrial fusion phenotypic screen, mutant strain inhibition
* = called active by the depositor; i = inactive; . = not tested or not shown. Cut-off read from the data, not from the text of the source, unless noted: active = inhibition above about 50%; inactive = the rest.

1. CC(c1ccccc1)C1CC(=O)N(CC(=O)O)C1=O (stereo not given)
2. CN(CCOc1cccc(C(F)(F)F)c1)Cc1ccccc1
3. COc1cc(C(=O)Nc2cc(C(F)(F)F)ccc2-n2cncn2)cc(OC)c1OC
4. O=C(Cc1ccc(F)cc1)Nc1ccc(F)c([N+](=O)[O-])c1
5. CC(/C=C/c1ccc(OCc2ccccc2)cc1)=N\O
screen / no.	1	2	3	4	5
human PMI inhibitors	11%	-2%	5%	-2%	4%
P. falciparum M17LAP	0%	1%	-8%	7%	-14%
TNAP activation fold	1.1	1.1	1.1	1	1.2
WT yeast gro inh	4	14	-1	-2	-17
WT yeast gro inh mutant strain	-6	12	0	-11	-25
human PMI inhibition	10%	2%	7%	-2%	-6%
Yfh1-off respiration	i	i	i	i	i
P. falciparum M1AAP	1%	4%	-3%	4%	2%
LYP phosphatase	-2%	-6%	-6%	-9%	-4%
XIAP displacement	-1.7%	-3.6%	-4.7%	-1.6%	-29%

6. Cc1ccc(-c2ccc3nnc(SCC(N)=O)n3n2)cc1
7. Cc1cc(C)nc(NC(=NCCc2c[nH]c3ccccc23)NC(=O)Nc2cccc([N+](=O)[O-])c2)n1
8. Cc1cc2ncn(CS(C)(=O)=O)c2cc1C
9. CCN(CC)c1ccc(NC(=O)COC(=O)CSc2ccc(Br)cc2C)cc1
10. CCCCc1nc2ccccc2c(NC(=O)CNC(C)(C)C)c1CCC
screen / no.	6	7	8	9	10
human PMI inhibitors	-8%	7%	18%	29%	4%
P. falciparum M17LAP	3%	-16%	-7%	-2%	24%
TNAP activation fold	1	1.1	1.1	1.1	1
WT yeast gro inh	1	27	-11	-5	19
WT yeast gro inh mutant strain	-2	-25	-13	-9	46
human PMI inhibition	-20%	16%	11%	14%	11%
Yfh1-off respiration	i	i	i	i	i
P. falciparum M1AAP	2%	6%	3%	3%	-1%
LYP phosphatase	-5%	1%	-7%	4%	-7%
XIAP displacement	-15%	-18%	-2.2%	-9.0%	-3.5%

5 records picked at random from the list so far:
7. Cc1cc(C)nc(NC(=NCCc2c[nH]c3ccccc23)NC(=O)Nc2cccc([N+](=O)[O-])c2)n1
1. CC(c1ccccc1)C1CC(=O)N(CC(=O)O)C1=O (stereo not given)
10. CCCCc1nc2ccccc2c(NC(=O)CNC(C)(C)C)c1CCC
5. CC(/C=C/c1ccc(OCc2ccccc2)cc1)=N\O
9. CCN(CC)c1ccc(NC(=O)COC(=O)CSc2ccc(Br)cc2C)cc1
screen / no.	7	1	10	5	9
human PMI inhibitors	7%	11%	4%	4%	29%
P. falciparum M17LAP	-16%	0%	24%	-14%	-2%
TNAP activation fold	1.1	1.1	1	1.2	1.1
WT yeast gro inh	27	4	19	-17	-5
WT yeast gro inh mutant strain	-25	-6	46	-25	-9
human PMI inhibition	16%	10%	11%	-6%	14%
Yfh1-off respiration	i	i	i	i	i
P. falciparum M1AAP	6%	1%	-1%	2%	3%
LYP phosphatase	1%	-2%	-7%	-4%	4%
XIAP displacement	-18%	-1.7%	-3.5%	-29%	-9.0%

More records.
11. COc1ccccc1Cn1c(=S)[nH]c2cc(C(=O)NCc3cccnc3)ccc2c1=O
12. COc1cc2c(cc1OC)CN(C(=O)c1cc(S(=O)(=O)N3CCOCC3)ccc1Cl)CC2
13. COc1cc(/C=N/NC(=Nc2ccc(C)cc2)c2nc3ccccc3s2)ccc1O
14. COc1cc(C(=O)Nc2cccc(C)c2C)c(Br)c(OC)c1OC
15. COc1ccc(-c2cc(-c3ccccc3)c(C#N)c(=S)[nH]2)cc1
screen / no.	11	12	13	14	15
human PMI inhibitors	11%	38%	-6%	11%	-40%
P. falciparum M17LAP	-18%	-8%	-8%	-3%	-1%
TNAP activation fold	1	1.1	0.8	1.1	1
WT yeast gro inh	-11	-10	75*	7	-1
WT yeast gro inh mutant strain	-19	-4	33*	-6	8
human PMI inhibition	7%	8%	5%	8%	-48%
Yfh1-off respiration	i	i	i	i	i
P. falciparum M1AAP	10%	-1%	5%	-2%	-1%
LYP phosphatase	1%	-4%	14%	-9%	4%
XIAP displacement	-5.6%	0.1%	-10%	-1.4%	-4.1%

16. Cc1cc(C)c(OCC(=O)OCCNC(=O)c2cccnc2)c(C)c1
17. CCOC(=O)C1Sc2ccccc2NC1=O (stereo not given)
18. Cc1ccc(NC(=O)CN2C(=O)S/C(=C\c3ccc(-c4cccc(C(=O)O)c4C)o3)C2=O)cc1
19. NC1=NC(=O)C2(COC(c3ccncc3)OC2)S1 (stereo not given)
20. CCCc1nc2n[nH]c(N)c2c2c1CCC2
screen / no.	16	17	18	19	20
human PMI inhibitors	-12%	36%	-6%	-8%	7%
P. falciparum M17LAP	-10%	13%	49%	0%	-3%
TNAP activation fold	1.2	0.9	1	1.2	1
WT yeast gro inh	-8	-2	-6	5	-11
WT yeast gro inh mutant strain	20	-9	-11	-17	-5
human PMI inhibition	-10%	-2%	5%	-7%	6%
Yfh1-off respiration	i	i	i	i	i
P. falciparum M1AAP	8%	0%	1%	4%	1%
LYP phosphatase	-7%	-3%	22%	-6%	-13%
XIAP displacement	-0.1%	1.2%	-18%	-1.4%	0.8%

Structural class, the entries above containing bromine
9. CCN(CC)c1ccc(NC(=O)COC(=O)CSc2ccc(Br)cc2C)cc1
14. COc1cc(C(=O)Nc2cccc(C)c2C)c(Br)c(OC)c1OC
screen / no.	9	14
human PMI inhibitors	29%	11%
P. falciparum M17LAP	-2%	-3%
TNAP activation fold	1.1	1.1
WT yeast gro inh	-5	7
WT yeast gro inh mutant strain	-9	-6
human PMI inhibition	14%	8%
Yfh1-off respiration	i	i
P. falciparum M1AAP	3%	-2%
LYP phosphatase	4%	-9%
XIAP displacement	-9.0%	-1.4%

The results go on.
21. CCOc1cc(S(=O)(=O)NCc2ccccc2)ccc1F
22. CCOCC(=O)Nc1nc2ccc(C)cc2s1
23. CCCOc1ccc(S(=O)(=O)N2CCOCC2)cc1[N+](=O)[O-]
24. C=CCn1c(-c2ccncc2)n[nH]c1=S
25. CC(=O)c1c(C)nc(-c2ccccc2)nc1NC(=O)C(C)C
screen / no.	21	22	23	24	25
human PMI inhibitors	1%	9%	-7%	5%	8%
P. falciparum M17LAP	-7%	5%	-3%	3%	-3%
TNAP activation fold	1.1	1.1	1.1	1.1	1.2
WT yeast gro inh	10	0	6	16	3
WT yeast gro inh mutant strain	13	-5	-4	1	5
human PMI inhibition	6%	110%*	-6%	0%	7%
Yfh1-off respiration	i	i	i	i	i
P. falciparum M1AAP	-1%	9%	-6%	-10%	3%
LYP phosphatase	2%	-4%	-7%	-10%	-6%
XIAP displacement	0.5%	36%	-0.6%	-6.1%	-1.2%

26. Cc1ccc(N=C2SC(C(=O)O)CC(=O)N2C)cc1C (stereo not given)
27. O=C(NC(=S)Nc1ccc(O)cc1)c1ccccc1Cl
28. CCC(C)Nc1nc2c(c(=O)n(C)c(=O)n2C)n1C (stereo not given)
29. Cc1ccc(-c2csc(=S)n2CC(=O)OCC(=O)NCc2ccco2)cc1
30. Cc1nc2ccccc2c2nc(N)nn12
screen / no.	26	27	28	29	30
human PMI inhibitors	-4%	13%	.	-14%	-2%
P. falciparum M17LAP	-1%	26%	2%	1%	-12%
TNAP activation fold	1.1	1	.	1.1	1
WT yeast gro inh	16	0	.	-5	-14
WT yeast gro inh mutant strain	14	-7	.	-17	-4
human PMI inhibition	11%	10%	.	-3%	-1%
Yfh1-off respiration	i	i	i	i	i
P. falciparum M1AAP	-2%	16%	3%	10%	-3%
LYP phosphatase	-10%	-3%	-4%	1%	1%
XIAP displacement	-8.5%	-14%	.	-5.6%	-3.7%

31. CC(C)OC(=O)CSc1ncnc2c1cnn2Cc1ccccc1
32. CC1CCCC(NC(=O)COC(=O)c2sc3ccccc3c2Cl)C1C (stereo not given)
33. CN(Cc1ccccc1)S(=O)(=O)c1ccc(NC(=S)NC(=O)C2CCCCC2)cc1
34. O=C(NC(=S)NNC(=O)c1ccccc1F)c1cccnc1
35. COc1ccccc1C(=O)NNC(=S)NC(=O)c1cc(OC)c(OC)c(OC)c1
screen / no.	31	32	33	34	35
human PMI inhibitors	8%	-1%	6%	.	-20%
P. falciparum M17LAP	-9%	8%	2%	5%	-1%
TNAP activation fold	1.1	1.4	1	.	2.3
WT yeast gro inh	0	6	12	.	13
WT yeast gro inh mutant strain	-4	7	-18	.	8
human PMI inhibition	4%	12%	14%	.	-12%
Yfh1-off respiration	i	i	i	i	i
P. falciparum M1AAP	1%	0%	4%	-1%	-13%
LYP phosphatase	-9%	-4%	8%	-8%	-1%
XIAP displacement	1.2%	0.6%	-6.7%	.	-10%

36. COc1ccc(/C(O)=C2/C(=O)C(=O)N(c3nc(C)c(C)s3)C2c2ccco2)cc1 (stereo not given)
37. O=C(C1Cc2ccccc2CN1C(=O)c1ccccc1)N1CCN(c2ccccc2)CC1 (stereo not given)
38. Cn1cc(CC(=O)NCCCN2CCCC2)c2ccccc21
39. Cc1cccc(NC(=S)N(CCN(C)C)C(C)c2ccccn2)c1 (stereo not given)
40. O=C(Nc1ccc(O)cc1)C1CCCN1S(=O)(=O)c1ccc(F)cc1 (stereo not given)
screen / no.	36	37	38	39	40
human PMI inhibitors	15%	.	-2%	-3%	2%
P. falciparum M17LAP	29%	-2%	-2%	2%	2%
TNAP activation fold	1.1	.	1	1	1.1
WT yeast gro inh	6	.	-14	-12	-15
WT yeast gro inh mutant strain	20	.	0	6	10
human PMI inhibition	-2%	.	-5%	-7%	3%
Yfh1-off respiration	i	i	i	i	i
P. falciparum M1AAP	16%	3%	9%	-3%	3%
LYP phosphatase	0%	5%	-3%	-5%	-5%
XIAP displacement	-1.3%	.	-7.0%	-2.4%	-7.0%

41. CN(C)c1ccc(CNn2cnnc2)cc1
42. COc1ccc(-c2nc(N)n(C(=O)c3ccccc3Cl)n2)cc1
43. CCc1c(O)nc(SCC(=O)Nc2ccccc2)n(C(C)CC)c1=O (stereo not given)
44. CSCc1c(C(=O)Nc2ccc(N3CCOCC3)cc2)oc2ccccc12
45. CSC1=N/C(=C\c2ccccc2F)C(=O)S1
46. COc1ccc(CNC(=O)c2cc(-c3cccs3)on2)cc1
47. CS(=O)(=O)Nc1ccc(C2=NN(S(=O)(=O)c3ccc(F)cc3)C(c3ccco3)C2)cc1 (stereo not given)
48. COc1ccc(Br)c(/C=N/NC(=O)COc2ccc(-c3ccccc3)cc2)c1
screen / no.	41	42	43	44	45	46	47	48
human PMI inhibitors	5%	11%	-4%	4%	-5%	-1%	23%	11%
P. falciparum M17LAP	7%	-15%	18µM*	3%	32%	0%	5%	-8%
TNAP activation fold	1.1	0.6	1.3	1.3	1.1	1	1	1.1
WT yeast gro inh	-2	13	-13	-9	6	-35	4	7
WT yeast gro inh mutant strain	13	7	6	1	4	-39	9	6
human PMI inhibition	5%	6%	6%	8%	-6%	1%	-9%	24%
Yfh1-off respiration	i	i	i	i	.	i	i	i
P. falciparum M1AAP	4%	2%	4%	11%	4%	2%	0%	-2%
LYP phosphatase	-10%	-6%	-1%	-7%	3%	2%	-7%	4%
XIAP displacement	-7.3%	-7.6%	-1.9%	-10%	-13%	-2.8%	-17%	-7.0%

Compound activity (PubChem BioAssay)
